# Screening results: PubChem, several laboratories
# HIV fusion peptide – inhibitors of HIV fusion peptide binding, primary screen, biochemical, uHTS, fluorescence dequenching (AID 1986); 290,000 tested, 0.3% active; cell-free peptide binding, fluorescence dequenching, 30 min; higher % means a stronger effect; inhibition, % at 20 µM, or IC50 in µM where a hit was titrated; in the data active = inhibition mostly above about 52%, no sharp cut-off; inactive = mostly below about 76%; also: some results filed as inactive read as strong as hits
# Salmonella PhoP GFP – inhibitors of PhoP regulon expression, primary screen, Salmonella Typhimurium, GFP reporter (AID 1863); S. Typhimurium PhoP-regulated promoter GFP reporter, 4 h; higher % means a stronger effect; inhibition, % at 50 µM, or IC50 in µM where a hit was titrated; 300,000 tested, 0.16% active;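 active = inhibition over 29.93%, a cutoff 3 SD above the screen mean, later confirmed by dose response; inconclusive = inhibition over 29.93% but no dose response follow-up; inactive = inhibition at most 29.93% or unconfirmed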;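 also: 0% = low Mg2+ inducing control and 100% = high Mg2+ repressing control; strong numbers were not always called active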
# LYP phosphatase – inhibitors of LYP phosphatase, biochemical, fluorescence intensity, uHTS (AID 1779); 290,000 tested, 0.054% active; Tyrosine-protein phosphatase non-receptor type 22 (Homo sapiens); inhibition, % at 11.5 µM; hits with a dose series show IC50 in µM; recombinant LYP phosphatase, fluorescence intensity; higher % means a stronger effect; in the data active = inhibition above about 50%;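 also: plate controls were vehicle with enzyme for no effect and no enzyme for full effect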
# NTR1 ag – agonists of NTR1, primary screen, imaging, U2OS cells, beta-arrestin-GFP, high content (AID 493036); 330,000 tested, 0.17% active; activation, % at 20 µM; NTR1-U2OS beta-arrestin-GFP spot imaging, agonist mode;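 active = activation at or above 40% of the spot to cytoplasm intensity ratio, with at least 20 cells analyzed; inconclusive = wells under 20 cells, flagged as cytotoxic or low count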;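 also: 0% = DMSO without peptide and 100% = 100 nM NTR1 peptide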
# Target sequence (P30989 whole entry, looked up): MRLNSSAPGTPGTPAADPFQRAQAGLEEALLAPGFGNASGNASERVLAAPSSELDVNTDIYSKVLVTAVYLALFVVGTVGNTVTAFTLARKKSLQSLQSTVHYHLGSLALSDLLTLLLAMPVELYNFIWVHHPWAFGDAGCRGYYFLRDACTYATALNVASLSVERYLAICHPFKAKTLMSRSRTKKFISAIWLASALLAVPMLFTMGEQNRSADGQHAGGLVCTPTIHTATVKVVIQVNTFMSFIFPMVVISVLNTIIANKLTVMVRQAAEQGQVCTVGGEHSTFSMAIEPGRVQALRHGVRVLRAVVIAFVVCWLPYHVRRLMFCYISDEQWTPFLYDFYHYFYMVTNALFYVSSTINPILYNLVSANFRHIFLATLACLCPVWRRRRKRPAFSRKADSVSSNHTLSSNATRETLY
# GPR35 antagonists – GPR35 antagonists blocking zaprinast-driven arrestin recruitment, primary screen, imaging, U2OS, beta-arrestin-GFP, zaprinast agonist (AID 2058). U2OS GPR35 beta-arrestin-GFP translocation imaging, zaprinast antagonism; higher % means a stronger effect. one-dose inhibition, % at 10 µM; IC50 in µM for titrated hits. 290,000 tested, 0.052% active. G-protein coupled receptor 35 (Homo sapiens);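 active = inhibition of at least 50% with at least 30 cells and total cytoplasm GFP at most 10,000,000; inconclusive = under 30 cells or total GFP of 10,000,000 plus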
# MgcRacGAP inhibition – MgcRacGAP GTPase-activating activity inhibitors, confirmation, biochemical, ADP Hunter fluorescence | Rac GTPase-activating protein 1 (Homo sapiens) | MgcRacGAP-stimulated Rac1 GTP hydrolysis, ADP Hunter fluorescence; higher % means a stronger effect; GST-tagged Rac1 F28L mutant substrate | 340,000 tested, 0.6% active | inhibition, % at 30 µM, or IC50 in µM where a hit was titrated;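 active = first-screen hits whose inhibition reached a set limit at any dose in the follow-up dose series; inconclusive = inhibition above the set first-screen limit but never retested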;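 also: fluorescence reports GDP produced by GAP-driven GTP hydrolysis; strong numbers were not always called active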
# Myeloid diff MLP – induction of myeloid progenitor differentiation, primary screen, cell-based, flow cytometry, MLPCN library. AID 624256, 2012. ER-HoxA9 myeloid progenitors, lysozyme-GFP differentiation. calls only at 10 µM. 360,000 tested, 1% active;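 active = normalized GFP-positive differentiation at or above the plate's own cutoff, the solvent-only control mean plus 3 SD; inconclusive = no clear call, values can overlap the other calls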;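 also: cells exposed to compound for four days before flow analysis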
# GPR55 LPI antagonism – GPR55 antagonists blocking LPI-driven arrestin recruitment, primary screen, imaging, U2OS, beta-arrestin-GFP, LPI agonist (AID 2013); U2OS GPR55 beta-arrestin-GFP translocation imaging, LPI antagonism; higher % means a stronger effect; G-protein coupled receptor 55 (Homo sapiens); one-dose inhibition, % at 10 µM; IC50 in µM for titrated hits; 290,000 tested, 0.13% active;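 active = spots per cell inhibited over 60%, with over 100 cells counted and total cytoplasm intensity under 500,000; inconclusive = wells with under 100 cells, flagged as likely toxic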;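 also: U2OS cells stably carrying GPR55 and arrestin-GFP stimulated by 5 µM LPI near EC80; imaged beta-arrestin-GFP aggregate spots per cell after agonist stimulation; plate controls were LPI-stimulated DMSO wells for no effect and DMSO wells without LPI for full effect; some results filed as inactive read as strong as hits; confirmed hits need IC50 under 10 µM and bright autofluorescent wells are also inconclusive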
# SIAH1 antagonists – Siah-1 peptide-binding antagonists, primary screen, biochemical, fluorescence polarization, rhodamine-plectin, uHTS (AID 1817); Siah-1 / rhodamine-plectin peptide fluorescence polarization; higher % means a stronger effect; displacement, % at 20 µM; hits with a dose series show IC50 in µM; 290,000 tested, 0.02% active;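 active = displacement of at least 50% at 20 µM, with a fluorescence ratio check between 0.3 and a set limit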;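 also: plate controls were Siah plus tracer with DMSO for no effect and tracer alone without Siah for full effect; strong numbers were not always called active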
# NTR1 ag cell count 20 µM – second read-out of NTR1 ag, no call of its own (marks repeat the call); cell count; measured here: cell count, cytotoxicity flag
# Myeloid diff MLP GFP+ MAC1+ % – also measured in Myeloid diff MLP; calls as there; GFP+ MAC1+ double positive, %; measured here: differentiation confirmed by MAC1 staining
# * hit, by the source's call; i = inactive; ? = inconclusive; / = no result given.
no.	SMILES	HIV fusion peptide	Salmonella PhoP GFP	LYP phosphatase	NTR1 ag	NTR1 ag cell count 20 µM	GPR35 antagonists	MgcRacGAP inhibition	Myeloid diff MLP	Myeloid diff MLP GFP+ MAC1+ %	GPR55 LPI antagonism	SIAH1 antagonists
1	COc1cc(/C=N/NC(=O)c2cccc(S(=O)(=O)N3CCCC3)c2)ccc1O	/	-1%	/	-0.3	61	/	?	i	1.2	/	/
2	CSc1nc(C)cc(SCC(=O)Nc2ccccc2)n1	-0.9%	5%	-9%	1.0	62	-13%	1%	i	0.6	-1%	-5%
3	CCOC(=O)N1CCC(N(C(=O)Nc2ccccc2)C(C)CC)CC1 (configuration not stated)	0.8%	-8%	-8%	-0.1	47	-9%	9%	i	1.5	12%	3%
4	Cc1ccc(S(=O)(=O)Cn2nnnc2C(CC(C)C)N2CCN(C3CCCC3)CC2)cc1 (configuration not stated)	1.5%	11%	-7%	-0.1	51	3%	8%	i	3.3	11%	3%
5	CCCCC(=O)Nc1nc(C)c(-c2csc(Nc3ccccc3OC)n2)s1	3.3%	4%	-4%	5.3	85	4%	14%	i	2.1	21%	-4%
6	Cc1cc(C)n2c(SCc3cccs3)nnc2n1	1.3%	-1%	-11%	2.9	61	0%	5%	i	0.7	-1%	-4%
7	COc1ccc(NC(=O)CN(C)C(=O)c2ccc(S(=O)(=O)Nc3ccccc3F)cc2)cc1	/	-2%	/	0.1	65	/	-15%	i	1.7	/	/
8	O=C(CCNC(=O)N1CC(=O)Nc2ccccc21)Nc1cccc(Cl)c1	-0.8%	-2%	-8%	-1.0	38	10%	4%	i	0.3	4%	-3%
9	CC(=O)/C(C=Nc1noc(C)c1Br)=C(\C)O	0.5%	-4%	-5%	-0.7	59	0%	-15%	i	1.3	-8%	-3%
10	Cc1csc(SCC(=O)O)n1	1.5%	-8%	-12%	-0.9	86	-4%	8%	i	1.3	4%	4%
11	C/C(CC(=O)Nc1ccccn1)=N\NC(=O)c1cccc(C)c1	-1.9%	-3%	-7%	1.1	45	-2%	-18%	i	0.3	36%	-1%
12	Cc1cc(C(=O)OCC(=O)Nc2cc(C(F)(F)F)ccc2N2CCOCC2)c(C)o1	1.6%	-5%	3%	1.5	60	6%	9%	i	1.0	7%	1%
13	O=C(COc1ccc(S(=O)(=O)N2CCOCC2)cc1Cl)NCCN1CCOCC1	-1.0%	2%	-5%	0.3	32	-6%	6%	i	0.2	1%	4%
14	COc1ccc(N2C(=O)CC2(/C=C/c2ccccc2OC)C(=O)NC2CCCC2)cc1 (configuration not stated)	-1.6%	1%	3%	2.1	72	-19%	6%	i	1.3	17%	7%
15	CCC(=O)c1c(NC(CC)CO)cc(C)oc1=O (configuration not stated)	-0.3%	-12%	0%	-0.6	63	-4%	3%	i	0.8	3%	0%
16	CCc1ccc(OCC(=O)NN2Cc3ccccc3C2=N)cc1	1.1%	3%	-5%	1.1	49	-16%	5%	i	0.2	6%	6%
17	CCn1c(CSCc2ccc(Cl)cc2)nnc1SCC(=O)Nc1cccc(C(=O)O)c1	3.8%	-9%	-1%	3.8	46	12%	5%	i	0.9	6%	3%
18	O=C(O)c1nc(-c2ccccc2)n(-c2cccc(C(F)(F)F)c2)n1	1.6%	-6%	-8%	4.2	60	3%	6%	i	0.5	-1%	-3%
19	Cc1cc(C(=O)O)c(=O)[nH]c1C	-0.5%	-11%	-10%	0.8	46	-10%	-1%	i	0.8	11%	2%
20	O=c1[nH]cnc2c1cnn2Cc1ccccc1Cl	-0.2%	-5%	-3%	-0.6	75	15%	4%	i	0.4	4%	0%

# (listing goes on)
no.	SMILES	HIV fusion peptide	Salmonella PhoP GFP	LYP phosphatase	NTR1 ag	NTR1 ag cell count 20 µM	GPR35 antagonists	MgcRacGAP inhibition	Myeloid diff MLP	Myeloid diff MLP GFP+ MAC1+ %	GPR55 LPI antagonism	SIAH1 antagonists
21	Cc1cc(NC(=O)COC(=O)Cn2c(C)csc2=O)ccc1Br	-1.6%	2%	-6%	2.5	81	0%	7%	i	2.3	-35%	-4%
22	Cn1c(SCC(=O)NNC(=O)Cc2ccccc2)nc2ccccc2c1=O	-0.2%	8%	-2%	-0.5	77	0%	2%	i	0.3	-1%	2%
23	CCc1nnc(NC(=O)c2ccc(S(=O)(=O)N(C)c3ccccc3)cc2)o1	8.5%	-7%	3%	-0.2	76	-6%	8%	i	1.2	2%	4%
24	O=C1COc2ccc(S(=O)(=O)N3CCN(c4ccccc4F)CC3)cc2N1	-0.6%	-11%	-8%	0.5	55	10%	10%	i	4.8	10%	10%
25	COc1cccc(OCCOCC(O)CN2CCN(Cc3ccc(Cl)cc3)CC2)c1 (configuration not stated)	2.6%	-24%	3%	0.5	45	0%	11%	i	0.3	15%	1%
26	Cc1c(NC(=O)COC(=O)C23CC4CC(CC(Br)(C4)C2)C3)c(=O)n(-c2ccccc2)n1C	-0.7%	-1%	-2%	2.3	63	15%	2%	i	0.2	-6%	-2%
27	CCOc1ccc(/C=N/NC(=O)CSc2n[nH]c(=O)[nH]c2=O)cc1OC	0.7%	-3%	-1%	-0.1	86	0%	9%	i	0.9	-1%	4%
28	FC(F)(F)c1cccc(-c2nc(COc3ccc(Cl)cc3Cl)no2)c1	-1.7%	-8%	-8%	-2.0	40	-4%	-15%	i	0.2	8%	-3%
29	COC1c2ccccc2C(=O)N1CCc1ccc(Cl)cc1 (configuration not stated)	1.4%	-8%	-7%	3.3	61	3%	14%	i	0.3	15%	1%
30	CCOc1cc(N2CCOCC2)c(OCC)cc1NC(=O)c1ccc(=O)n(Cc2ccccc2)n1	-2.3%	/	-5%	/	/	-12%	/	/	/	10%	-3%
31	Cc1ccc(C(=O)c2cc3ccccc3o2)cc1C	1.0%	-5%	-6%	5.2	51	29%	0%	i	1.1	16%	5%
32	N/C(=N\OC(=O)c1ccccc1Cl)c1ccccc1	-1.3%	5%	-8%	3.3	67	20%	9%	i	7.3	6%	-1%
33	COc1cc(NS(=O)(=O)c2ccc(N/C=C(\C=O)c3nc4cc(Cl)ccc4o3)cc2)nc(OC)n1	55%	-2%	3%	-1.8	30	-7%	5%	i	1.2	11%	0%
34	C/C(=N\NC(=O)OC(C)(C)C)c1ccc(-n2ccnc2)cc1	0.6%	-8%	-6%	2.2	55	1%	0%	i	0.4	-9%	-3%
35	COc1ccc(N/C=C/C(=O)c2ccc(Cl)cc2)cc1	1.6%	-6%	-6%	2.4	48	8%	3%	i	0.4	3%	11%
36	COc1cc(CCCN2C(=O)C(=O)NC[C@@H]2c2ccccc2)cc(OC)c1OC	-1.4%	-3%	-2%	-3.1	94	13%	13%	i	2.9	-3%	2%
37	COc1cc(C(=S)N2CCCC2)ccc1OCc1ccccc1	-2.1%	-8%	-8%	0.4	64	0%	10%	i	0.3	7%	-2%
38	O=C(COc1coc(CN2CCN(c3ccccc3)CC2)cc1=O)NC1CCCCC1	/	-1%	/	2.8	55	/	-6%	i	0.8	/	/
39	O=C(c1ccco1)N1N=C2CCCCCC2C1(O)C(F)(F)F (configuration not stated)	0.0%	-6%	-4%	-0.8	46	9%	2%	i	0.3	-3%	-8%
40	O=C(CSCc1ccc(Br)cc1)Nc1ccccc1C(=O)N1CCOCC1	1.9%	7%	-11%	-0.7	59	5%	1%	i	1.7	11%	7%

# The results go on.
no.	SMILES	HIV fusion peptide	Salmonella PhoP GFP	LYP phosphatase	NTR1 ag	NTR1 ag cell count 20 µM	GPR35 antagonists	MgcRacGAP inhibition	Myeloid diff MLP	Myeloid diff MLP GFP+ MAC1+ %	GPR55 LPI antagonism	SIAH1 antagonists
41	CSCC[C@H](NC(=O)c1cc2c([nH]c3ccccc32)c(-c2ccccc2)n1)C(=O)O	24%	11%	-6%	-0.7	86	0%	11%	i	0.3	1%	5%
42	CCCCOc1ccc(N2CC(C(=O)NCCc3ccc(OC)c(OC)c3)CC2=O)cc1 (configuration not stated)	-0.4%	-3%	-3%	1.3	48	-1%	3%	i	0.3	6%	9%
43	COc1ccc(-n2ncc3c2CC(C)(C)CC3NC(=O)C2=CC(=O)CC(C)(C)O2)cc1 (configuration not stated)	2.6%	-4%	-4%	1.5	70	-12%	3%	i	3.1	-2%	1%
44	COc1ccc(CCNC(=O)CN2C(=O)CSc3ccc(S(=O)(=O)N4CCOCC4)cc32)cc1OC	-0.4%	6%	-6%	0.6	65	9%	13%	i	3.0	-2%	-4%

# Arranged by molar mass (lowest first): some entries from above.
no.	SMILES	HIV fusion peptide	Salmonella PhoP GFP	LYP phosphatase	NTR1 ag	NTR1 ag cell count 20 µM	GPR35 antagonists	MgcRacGAP inhibition	Myeloid diff MLP	Myeloid diff MLP GFP+ MAC1+ %	GPR55 LPI antagonism	SIAH1 antagonists
19	Cc1cc(C(=O)O)c(=O)[nH]c1C	-0.5%	-11%	-10%	0.8	46	-10%	-1%	i	0.8	11%	2%
22	Cn1c(SCC(=O)NNC(=O)Cc2ccccc2)nc2ccccc2c1=O	-0.2%	8%	-2%	-0.5	77	0%	2%	i	0.3	-1%	2%
43	COc1ccc(-n2ncc3c2CC(C)(C)CC3NC(=O)C2=CC(=O)CC(C)(C)O2)cc1 (configuration not stated)	2.6%	-4%	-4%	1.5	70	-12%	3%	i	3.1	-2%	1%
13	O=C(COc1ccc(S(=O)(=O)N2CCOCC2)cc1Cl)NCCN1CCOCC1	-1.0%	2%	-5%	0.3	32	-6%	6%	i	0.2	1%	4%
40	O=C(CSCc1ccc(Br)cc1)Nc1ccccc1C(=O)N1CCOCC1	1.9%	7%	-11%	-0.7	59	5%	1%	i	1.7	11%	7%
4	Cc1ccc(S(=O)(=O)Cn2nnnc2C(CC(C)C)N2CCN(C3CCCC3)CC2)cc1 (configuration not stated)	1.5%	11%	-7%	-0.1	51	3%	8%	i	3.3	11%	3%
7	COc1ccc(NC(=O)CN(C)C(=O)c2ccc(S(=O)(=O)Nc3ccccc3F)cc2)cc1	/	-2%	/	0.1	65	/	-15%	i	1.7	/	/
33	COc1cc(NS(=O)(=O)c2ccc(N/C=C(\C=O)c3nc4cc(Cl)ccc4o3)cc2)nc(OC)n1	55%	-2%	3%	-1.8	30	-7%	5%	i	1.2	11%	0%
